KCNQ2 inh: KCNQ2 channel blockers in CHO-K1 cells – cell-based, FluxOR thallium flux, B-score, primary screen (AID 2156); B-score at 10 µM; 20 min; hits give low values; O88943; actives 1.1% (n = 310,000);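 active means fluorescence ratio B-score at most minus 3 library SDs, with starting brightness B-score within 2 library SDs, cut at about -5.5 in these data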
Target sequence (O88943 whole entry, looked up): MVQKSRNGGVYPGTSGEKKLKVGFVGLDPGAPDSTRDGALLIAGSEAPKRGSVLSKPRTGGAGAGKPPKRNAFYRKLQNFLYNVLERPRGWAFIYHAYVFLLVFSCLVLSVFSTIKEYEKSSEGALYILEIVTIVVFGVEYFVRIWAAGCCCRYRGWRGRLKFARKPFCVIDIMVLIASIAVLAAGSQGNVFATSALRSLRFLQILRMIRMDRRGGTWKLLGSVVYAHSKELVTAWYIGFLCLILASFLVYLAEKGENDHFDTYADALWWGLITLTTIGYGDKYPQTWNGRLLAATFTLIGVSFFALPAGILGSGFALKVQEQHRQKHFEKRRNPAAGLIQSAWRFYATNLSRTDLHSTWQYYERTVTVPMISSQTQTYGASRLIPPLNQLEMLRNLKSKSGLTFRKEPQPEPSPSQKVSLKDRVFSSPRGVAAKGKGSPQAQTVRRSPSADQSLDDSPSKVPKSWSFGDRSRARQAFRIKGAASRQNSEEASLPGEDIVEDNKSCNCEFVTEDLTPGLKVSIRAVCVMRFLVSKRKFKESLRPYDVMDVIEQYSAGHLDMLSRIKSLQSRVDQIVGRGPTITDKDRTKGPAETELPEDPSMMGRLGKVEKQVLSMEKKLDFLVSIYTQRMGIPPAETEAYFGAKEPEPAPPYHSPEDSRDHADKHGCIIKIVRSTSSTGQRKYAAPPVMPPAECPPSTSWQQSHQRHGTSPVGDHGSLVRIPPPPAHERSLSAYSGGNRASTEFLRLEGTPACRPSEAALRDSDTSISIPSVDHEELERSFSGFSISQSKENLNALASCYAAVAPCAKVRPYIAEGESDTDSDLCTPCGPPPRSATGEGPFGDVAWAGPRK
CHT inh: inhibitors of human choline transporter CHT; Q9GZV3; CHT-expressing cells, membrane potential dye, choline response; hits give low values; B-score at 10 µM; actives 0.86% (n = 310,000);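 active means B-score over 3 SD under the library average, and starting fluorescence ratio not unusually high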;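 further: choline stimulus applied at its EC90 after an EC20 pre-addition; B-score computed on integrated fluorescence ratio after choline addition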
* hit, by the source's call; i = inactive; . = not tested or not shown. An unsorted share of the library, and some 1.9% of all compounds hit somewhere here.

Molecule | KCNQ2 inh | CHT inh
NC(=O)c1ccccc1OCC(=O)c1ccc(Cl)cc1 | i | i
Cc1nc2c(c(C)nn2-c2ccccc2)c(C)c1C | i | i
Cc1ccc(NC(=O)CNC(=O)c2ccc(Br)o2)nc1 | i | i
Cc1ccc(CNC(=O)CSc2nc(=O)n3cccc(C)c3n2)cc1 | i | i
CCOC(=O)C1=C(COC(=O)CSc2ccc(Br)cc2)NC(=O)NC1C (configuration not stated) | i | i
CCCn1c(NCc2cccc(OC)c2O)nc2ccccc21 | i | i
CCc1c(C(=O)N/N=C/c2cccs2)nnn1-c1nonc1N | i | i
COc1ccc(NC(=O)[C@@H]2CCCN2S(=O)(=O)c2cccc3cccnc23)cc1 | . | i
CCOC(=O)C1CCN(c2nc(C)cc(C)c2C#N)CC1 | i | i
CCOC(=O)CC(=O)CSCC(=O)Nc1ccc(C)cc1 | i | i
CCNC(=O)N1CCCC(C(=O)c2ccc(OC)c(OC)c2)C1 (configuration not stated) | i | i
Cc1cc(NN)nc(Cc2ccccc2)n1 | i | i
Cc1ccc(NC(=O)CCC(=O)NNC(=O)COc2ccccc2)c(C)c1 | i | i
COc1cccc(C(C(=O)NC2CCCCC2)N(C(=O)c2ccco2)c2ccccc2OC)c1 (configuration not stated) | i | i
CCOC(=O)C1CCN(C(=O)COc2cccc(C)c2)CC1 | i | i

Overlap with the part before: two entries, followed by the next part.
Molecule | KCNQ2 inh | CHT inh
COc1cccc(C(C(=O)NC2CCCCC2)N(C(=O)c2ccco2)c2ccccc2OC)c1 (configuration not stated) | i | i
CCOC(=O)C1CCN(C(=O)COc2cccc(C)c2)CC1 | i | i
O=C(CS(=O)(=O)c1ccccc1)N1CCCCCC1 | i | i
Cn1c(=O)c2c(nc(CN3CCc4ccccc4C3)n2Cc2ccc(Cl)cc2)n(C)c1=O | i | i
Cc1ccc(-c2nn[nH]n2)cc1 | i | i
COC(=O)C(NC=O)C(O)(Cc1ccccc1)C(F)(F)F (configuration not stated) | . | i
COc1cnc(-c2ccccn2)nc1N(C)C | i | i
Cc1nn(CCC(=O)NNC(=S)Nc2ccc([N+](=O)[O-])cc2)c(C)c1[N+](=O)[O-] | i | i
COc1ccc(N2Cc3ccccc3C2=NC(=O)c2cncc(Br)c2)cc1 | i | i
S=C(NCc1ccccc1)N1CCN(c2cccc(Cl)c2)CC1 | i | i
O=C(O)CN(C1CCCCC1)S(=O)(=O)c1ccc(F)cc1 | i | i
COCCC(=O)N1CCC(Oc2ccc(C(=O)NCCn3cccn3)cc2)CC1 | i | i
CC1CC(C)CN(CCCNC(=O)c2ccc3c(c2)NC(=O)CS3)C1 (configuration not stated) | i | i
Cc1sc2ncnc(N3CCC(C(=O)Nc4ccccc4C(C)(C)C)CC3)c2c1C | i | i
Cc1ccc(NC(=S)N2CCN(C(=O)c3ccccc3)CC2)c(C)c1 | i | i
C/C(=N\NC(=O)c1cccnc1)c1ccc(C)c([N+](=O)[O-])c1 | i | i
O=C(CC1C(=O)NCCN1Cc1ccccn1)NCCc1ccccc1F (configuration not stated) | i | i
CC1Cc2ccccc2N1C(=O)CCS(=O)(=O)c1ccc2c(c1)NC(=O)CS2 (configuration not stated) | i | -4.99*
COc1cc(/C=N/NC(=O)c2cccnc2)ccc1OCC(=O)Nc1c(C)cc(C)cc1C | i | i
Cc1ccc(OCc2ccc(C(=O)Nc3nc4ccccc4n3C)o2)c([N+](=O)[O-])c1 | i | i
CCOC(=O)Cn1nnnc1C(CC)N(Cc1cc2ccc(C)cc2[nH]c1=O)C1CCCC1 (configuration not stated) | i | i
CCOCCCn1cnc2c([nH]c3cc(OC)ccc32)c1=O | i | i
COc1ccc(N2CCN(C(=S)Nc3ccc(C)cc3)CC2)cc1 | i | i
COC(=O)c1cccc(NC(=O)CSc2nc(=O)cc(N)n2-c2ccccc2)c1 | i | i
Cn1cc(CNC(=O)C2c3ccccc3Oc3ccccc32)cn1 | i | i
O=C(COc1ccc(Cl)cc1)NCc1nnc(SCC(=O)NCC2CCCO2)o1 (configuration not stated) | i | i
Cn1ccc(NC(=O)Nc2ccc(Cl)cc2)n1 | i | i
C/C(=N\NC(=O)CC1N=C(Cc2ccccc2)NNC1=O)c1ccc(C)cc1 (configuration not stated) | i | i
O=C(CSc1ccc(Br)cc1)NC1CCS(=O)(=O)C1 (configuration not stated) | i | i
CCOC(=O)c1sc(NC(=O)CSc2nc3c(c(-c4ccc(OC)cc4)c2C#N)CCCC3)c(C#N)c1C | i | i
O=C(Nc1ccc(Br)cn1)c1cccc(-c2cc3ccccc3oc2=O)c1 | i | i
O=C(NNC1=C(C(=O)C(F)(F)F)CCC1)c1cccnc1 | i | i
CN(CCO)S(=O)(=O)c1ccc2c(c1)C(=NNC(N)=O)c1cc(S(=O)(=O)N(C)CCO)ccc1-2 | i | i
O=C1c2ccccc2C(=O)N1CC(=O)N1c2ccccc2CCc2ccccc21 | i | i
COc1ccc(OC)c(/C=N/NC(=O)c2cc(-c3ccc(C)o3)nc3ccccc23)c1 | i | i
O=C(CN1CCN(c2ccccc2)CC1)Nc1cccc([N+](=O)[O-])c1 | i | i
O=[N+]([O-])c1ccc(Nc2ccc3ccccc3c2)nc1 | i | i
CCN(CC)S(=O)(=O)c1cccc(-c2n[nH]c(=S)n2C)c1 | i | i
COc1ccc(COc2ccsc2C(=O)Nc2ccc(Cl)c(Cl)c2)cc1 | i | i
Cc1ccc(Nc2nc(CSc3nnc(-c4ccncc4)n3C)cs2)cc1 | i | i
CCOC(=O)c1cccc(S(=O)(=O)N2CCOCC2)c1 | i | i
COc1cc2c(cc1OC)CN(C(C)C(=O)Nc1ccc(NC(C)=O)cc1)CC2 (configuration not stated) | i | i
COc1ccc(N2CCN(C(c3cccs3)C(C)NC(=O)C(=O)N3CCCC3)CC2)cc1 (configuration not stated) | i | i
Cc1nn(CC(=O)OCC(=O)NC(C)c2ccccc2)c(C)c1[N+](=O)[O-] (configuration not stated) | i | i
COCCNC(=S)N1CCN(c2nc3ccccc3s2)CC1 | i | i
COc1cccc(-n2c(SCC(=O)Nc3nc4ccccc4s3)nc3ccccc3c2=O)c1 | -7* | i
CCN(CC)c1ccc(NC(=O)c2ccc3c(c2)OCO3)c(C)c1 | i | i
COC(=O)/C=C1/S/C(=N/NC(=O)c2ccccc2C)NC1=O | i | i
COc1ccccc1CCc1nnc(CCC(=O)NCC2CCCO2)o1 (configuration not stated) | i | i
COc1ccc(N2CCN(C(=O)COC(=O)CCc3ccccc3OC)CC2)cc1 | i | i
Cc1ccc(NS(=O)(=O)c2cccc(C(=O)NN3CCOCC3)c2)cc1 | i | i
CCCC(c1nnnn1Cc1ccc(F)cc1)N1CCN(CC)CC1 (configuration not stated) | i | i
Cc1ccc(C(=O)N/N=C\c2cc3c(cc2Br)OCO3)cn1 | i | i
Cc1cc(C(=O)CSc2ccc(F)cc2)cc(C)c1OC(=S)N(C)C | -6.05* | i
O=c1[nH]cnc2[nH]ncc12 | i | i
Cc1ccc(S(=O)(=O)C2(C(=O)Nc3cccnc3)CC2)cc1 | i | i
Cc1c(Cl)cccc1NC(=S)N(C)CCC#N | i | i
COc1ccc(Cl)cc1S(=O)(=O)N1CCN(C(=O)COc2ccccc2)CC1 | i | i
O=C(Nc1ccccc1Cl)c1ccc(-c2ccccn2)s1 | i | i
COc1ccc(NC(=O)c2cc(-c3cccs3)on2)cc1 | i | i
O=C(CSc1nc2ncc(Cl)cc2[nH]1)c1c[nH]c2ccccc12 | i | i
COc1ccc(C2=NN(CCC(=O)NCc3ccc4c(c3)OCO4)C(=O)CC2)cc1 | i | i

Four successive entries out of the list so far:
Molecule | KCNQ2 inh | CHT inh
NC(=O)c1ccccc1OCC(=O)c1ccc(Cl)cc1 | i | i
Cc1nc2c(c(C)nn2-c2ccccc2)c(C)c1C | i | i
Cc1ccc(NC(=O)CNC(=O)c2ccc(Br)o2)nc1 | i | i
Cc1ccc(CNC(=O)CSc2nc(=O)n3cccc(C)c3n2)cc1 | i | i

Further records
Molecule | KCNQ2 inh | CHT inh
CN(C)/C=C(\C(=O)c1ccccc1)c1nnnn1-c1ccccc1 | i | i
Cc1cccc(C(C)C)c1NC(=O)c1ccc(COc2ccc3c(C)cc(=O)oc3c2)cc1 | i | i
O=C1NC2NC(=O)N(C(Cc3ccccc3)C(=O)O)C2N1 (configuration not stated) | i | i
CC(NC(=O)c1cc2c(=O)n(C)c3ccccc3c2n1C)c1ccc2c(c1)OCCO2 (configuration not stated) | i | i
COc1ccc(NC2CCCN(C(=O)CSc3ccccc3)C2)cc1 (configuration not stated) | i | i
Cc1ccc(NC(=O)CCC(=O)NNC(=O)c2cccs2)c(C)c1 | i | i
CCc1ccc2nc(N)sc2c1 | i | i
C=CCOc1cccc(CNn2nnnc2N)c1 | i | i
CCOC(=O)N1CCC(N(CCOC)C(=O)Nc2ccc(C)c(C)c2)CC1 | -7.75* | i
CCOC(=O)c1c(-c2cccc([N+](=O)[O-])c2)cn2ccccc12 | i | i
Cn1c(C(F)(F)F)nc2c(=O)oc3ccccc3c21 | i | i
COc1ccc(-c2cc(=NC(CC(C)C)C(=O)O)c3cc(C)ccc3o2)cc1 (configuration not stated) | i | i
COc1ccc(-c2nn(-c3ccccc3)cc2C(=O)O)cc1N | i | i
Cc1cc2oc(C(=O)N3CCN(Cc4ccccc4)CC3)c(C)c2cc1C | i | i
COCCn1cnnc1SCC(=O)Nc1cccc(S(=O)(=O)N(C)c2ccccc2)c1 | i | i
COc1ccc(CCNC(=O)c2ccc(CNS(=O)(=O)c3ccc(C(C)(C)C)cc3)cc2)cc1OC | i | i
CCCc1nc(SCC(=O)Nc2nccs2)c2ccccc2n1 | i | i
N#Cc1c(-c2ccccc2)ccn(Cc2cccc(Cl)c2)c1=O | i | i
Cn1c(CN2CCOCC2)nc2cc(NC(=O)c3ccccc3Cl)ccc21 | i | i
COC(=O)c1sc(N)c(C(=O)OC)c1CSc1nnc(-c2ccccc2Cl)n1C | i | i
O=C(CCCl)N1CCN(c2nc(-c3ccccc3)cs2)CC1 | i | i
CCOC(=O)/C(C(=O)Nc1ccc(Br)cc1)=C1/NC(C)(C)Cc2ccccc21 | i | i
CCOC(=O)c1c(-c2ccccc2)csc1NC(=O)CSc1nc(N)cc(N)n1 | i | i
CCN(CC)S(=O)(=O)c1cccc(C(=O)Nc2cc(C)on2)c1 | i | i
COc1cc2c(cc1OC)CN(C(=O)c1oc3ccccc3c1C)CC2 | i | i
CC(NCCOCCOc1ccccc1)c1ccccc1 (configuration not stated) | i | i
CC(Sc1ccccc1)C(=O)Nc1cccc(N(C)S(C)(=O)=O)c1 (configuration not stated) | i | i
Cc1ncoc1C(=O)Nc1cccc(Cl)c1 | i | i
CCCN=C1CC(C)(C)CC(=O)/C1=C(/O)CCCN1C(=O)c2ccccc2C1=O | i | i
COc1ccc2c(c1)CCc1c(C(=O)NCCc3ccc(OC)c(OC)c3)noc1-2 | i | i
C=CCOC(=O)Nc1c(C(=O)OC)[nH]c2ccccc12 | . | i
O=C(NCCCc1ccccc1)[C@@H]1Cc2ccccc2CN1 | i | i
COc1cccc2sc(N3CCN(C(=O)c4ccc([N+](=O)[O-])o4)CC3)nc12 | i | i
O=C(CSc1nnc(-c2ccccc2)c(-c2ccccc2)n1)Nc1ncc(Cl)cc1Cl | i | i
COc1ccc(/C(C)=N\NC(=O)c2ccc3c(c2)OCO3)cc1OC | i | i
Nc1nc(CSC(=S)N2CCOCC2)nc(Nc2ccc(F)cc2)n1 | i | i
CC(C(=O)N1CCN(C)CC1)N1C(=O)c2ccccc2C1=O (configuration not stated) | i | i
COC(=O)C[C@](O)(CCCC(C)(C)O)C(=O)O[C@@H]1C(OC)=C[C@]23CCCN2CCc2cc4c(cc2[C@H]13)OCO4 | i | i
CCc1nc2ccccc2n1CC(=O)N(C(C)CC)C1CCS(=O)(=O)C1 (configuration not stated) | i | i
Cc1cccc(C(=O)Nc2nc(C)c(C(=O)Nc3ccc4c(c3)CCC4)s2)c1 | i | i
N=C1C(=O)OCC1c1ccccc1NC(=O)CN1CCCCC1 (configuration not stated) | i | i
O=C(c1ccc(Cl)c(Cl)c1)N1CCC(=O)N(C(CO)Cc2ccccc2)CC1 (configuration not stated) | i | i
NC(=O)c1nsc(C(=O)N(c2ccccc2F)C(C(=O)NCc2ccc(F)cc2)c2ccc(O)cc2)c1N (configuration not stated) | i | i
COc1ccc(C2=NN(C(=O)c3ccccc3)C(c3ccc(OC)c(OC)c3)C2)c(OC(C)=O)c1 (configuration not stated) | i | i
COc1cc(/C=C2/S/C(=N/S(=O)(=O)c3ccccc3)NC2=O)c([N+](=O)[O-])cc1OC | i | i

Shown with two lines to a compound: entries from further up.
Under each structure: KCNQ2 inh, CHT inh
- Cc1cccc(C(=O)Nc2nc(C)c(C(=O)Nc3ccc4c(c3)CCC4)s2)c1
→ i, i
- N=C1C(=O)OCC1c1ccccc1NC(=O)CN1CCCCC1 (configuration not stated)
→ i, i

Next entries follow:
Molecule | KCNQ2 inh | CHT inh
O=C(CNC(=O)c1ccco1)OCC(=O)c1cccc2ccccc12 | i | i
CC(C)(C)c1ccccc1OCC(=O)NCCC(=O)O | i | i
COc1ccc(-c2n[nH]c(=S)n2-c2ccc3c(c2)OCCO3)cc1 | i | i
Cc1cccc(NC(=S)Nc2cccc(C)n2)n1 | i | i
CCNc1nc(Nc2ccc(C)c(Cl)c2)c2cnn(C)c2n1 | i | i

Screening data as filed in PubChem BioAssay.
